# Screening results: PubChem, National Center for Advancing Translational Sciences (NCATS)
# PTAP TSG101 blk: blocks PTAP/TSG101 interaction to inhibit HIV-1 budding; Fluorescence polarization, FITC-PTAP peptide / Tsg101 binding; Potency, µM (doses to about 115 µM), without a hit: top-dose activity change, negative = inhibition, most hits filed as inhibitors; 340,000 tested, under 10 active; AID 493005; active = well fitted inhibition curve with a large enough effect in the main read-out, with a control signal flat, not every such curve was filed as active; inconclusive = small, poorly fitted or top-dose-only effect, or effect the other way, or a change in a side signal; inactive = no such curve, though single readings can be large or run the other way; note: potency is the fitted concentration of half-maximal effect; % of control where 0% means no effect
#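 FP read-out: FITC-PTAP peptide, 50 nM final, binding Tsg101 binding domain, 10 uM final; 20 min, r.t.; 10 mM HEPES pH 7.5, 0.15 M NaCl, 0.01% Tween 20, 3 mM EDTA, 0.1 mM TCEP.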
# AT treatment: potential ataxia-telangiectasia treatments restoring KAP-1 phosphorylation. […] A-T fibroblasts, KAP-1 phosphorylation AlphaLISA; neocarzinostatin DNA damage 30 min before lysis. Potency, µM (highest dose often 57.5 µM), for inactives: at the highest dose activation, most hits filed as activators. 0.19% of 320,000 active. AID 485349; note: potency is the fitted concentration of half-maximal effect; % of control where 0% means no effect; nearly all actives have a fitted effect of over 45% in size
#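 ATM-like activity read as KAP-1 phosphorylation via AlphaLISA donor/acceptor antibody pairs after lysis and 6 hr at 25C. Cells were ATM-null patient fibroblasts ([…], hTERT), dosed 60 min, then exposed to the DSB inducer NCS for 30 min.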
# ELG1 repair inh: inhibitors of ELG1-dependent DNA repair in HEK293T cells; HEK293T ELG1-luciferase reporter, luminescence, 16 h; DNA damage induced by 5-fluorouridine; Potency, µM (highest dose often 46.1 µM), inactives show top-dose activity change, negative = inhibition, hits mostly inhibitors; 2.3% of 330,000 active; AID 504467; note: potency is the fitted concentration of half-maximal effect; % is set by controls: 0 for no effect and ±100 for the full control effect; nearly all actives have a fitted effect of over 55% in size
#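 In this reporter screen, reduction of luminescence relative to DMSO vehicle indicated activity. Compounds and 5-fluorouridine were added together to 2,000 cells per well, incubated for 16 hr at 37 °C, then developed with ONE-Glo.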
# B2AR arrestin: recruits beta-arrestin to the human beta2-adrenergic receptor; AID 492947; P07550; Potency, µM (highest dose often 46.1 µM), for the others: at the top dose activation, most hits filed as activators; 0.02% of 330,000 active; beta-arrestin recruitment to beta2AR, cell-based reporter;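 note: potency is the fitted concentration of half-maximal effect; 0% = DMSO controls and full agonism = EC100 isoproterenol or metaproterenol; nearly all actives have a fitted effect of over 65% in size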
# p53 reactivation: re-activators of mutant p53; AID 504706; H1299 p53-A138V BP100-luciferase reporter, luminescence, 24 h; 0.063% of 320,000 active; Potency, µM (highest dose often 92.2 µM), for the others: top-dose activity change, positive = activation, hits mostly activators; note: potency is the fitted concentration of half-maximal effect; % of control where 0% means no effect; nearly all actives have a fitted effect of over 45% in size
#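 p53-null H1299 cells stably carrying temperature-sensitive p53-A138V and a BP100-luciferase reporter were pinned with compounds (4-point, 1:5 series) and held 24 hrs at 37 deg C. Luminescence was read 10 min after detection reagent.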
# TCR activator: activators of T cell receptors | primary human leukocytes, anti-CD3, IL-2 HTRF, 48 h | Potency, µM (series often up to 9.22 µM), for the others: at the top dose activation of IL-2 secretion, usual class: activators | 330,000 tested, under 10 active | AID 504894; note: % of control where 0% means no effect
#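 48 hr co-incubation of compounds, a-CD3 beads and primary human leukocytes; IL-2 quantified homogeneously by HTRF with anti-IL-2 K and d2 conjugates.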
# BRCA1 expr up: activators of BRCA1 expression. MCF7-BRCA1-FFLuc reporter, luminescence, 48 h; response scale: scaled: vehicle 0%, 10 µM genistein 100%. 1.1% of 380,000 active. AID 624202. Potency, µM (doses to about 46.1 µM), without a hit: at the highest dose activation, actives largely listed as activators; note: potency is the fitted concentration of half-maximal effect; nearly all actives have a fitted effect of over 80% in size; some results filed as inactive show a strong effect at the top dose
#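 Reporter cells (MCF7, BRCA1 promoter-firefly luciferase) received library compounds across a concentration series for 48 h. End-point luminescence was measured and concentration-effect curves derived after normalization.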
# MLL CXXC-DNA inh: inhibitors of human MLL CXXC domain-DNA interaction; Q03164; MLL-CXXC / FITC-HOXA9 DNA fluorescence polarization; Potency, µM (doses to about 115 µM), for inactives: at the highest dose activity change, negative = inhibition, most hits filed as inhibitors; 0.037% of 290,000 active; AID 2662; active = well fitted inhibition curve with a large enough effect in the polarisation, with a control signal flat, not every such curve was filed as active; inconclusive = small, poorly fitted or top-dose-only effect, or effect the other way, or a change in a side signal; inactive = no such curve, though single readings can be large or run the other way; the % refers to the polarisation; note: potency is the fitted concentration of half-maximal effect
# Target sequence (Q03164 whole entry, looked up, the tested form may be a part): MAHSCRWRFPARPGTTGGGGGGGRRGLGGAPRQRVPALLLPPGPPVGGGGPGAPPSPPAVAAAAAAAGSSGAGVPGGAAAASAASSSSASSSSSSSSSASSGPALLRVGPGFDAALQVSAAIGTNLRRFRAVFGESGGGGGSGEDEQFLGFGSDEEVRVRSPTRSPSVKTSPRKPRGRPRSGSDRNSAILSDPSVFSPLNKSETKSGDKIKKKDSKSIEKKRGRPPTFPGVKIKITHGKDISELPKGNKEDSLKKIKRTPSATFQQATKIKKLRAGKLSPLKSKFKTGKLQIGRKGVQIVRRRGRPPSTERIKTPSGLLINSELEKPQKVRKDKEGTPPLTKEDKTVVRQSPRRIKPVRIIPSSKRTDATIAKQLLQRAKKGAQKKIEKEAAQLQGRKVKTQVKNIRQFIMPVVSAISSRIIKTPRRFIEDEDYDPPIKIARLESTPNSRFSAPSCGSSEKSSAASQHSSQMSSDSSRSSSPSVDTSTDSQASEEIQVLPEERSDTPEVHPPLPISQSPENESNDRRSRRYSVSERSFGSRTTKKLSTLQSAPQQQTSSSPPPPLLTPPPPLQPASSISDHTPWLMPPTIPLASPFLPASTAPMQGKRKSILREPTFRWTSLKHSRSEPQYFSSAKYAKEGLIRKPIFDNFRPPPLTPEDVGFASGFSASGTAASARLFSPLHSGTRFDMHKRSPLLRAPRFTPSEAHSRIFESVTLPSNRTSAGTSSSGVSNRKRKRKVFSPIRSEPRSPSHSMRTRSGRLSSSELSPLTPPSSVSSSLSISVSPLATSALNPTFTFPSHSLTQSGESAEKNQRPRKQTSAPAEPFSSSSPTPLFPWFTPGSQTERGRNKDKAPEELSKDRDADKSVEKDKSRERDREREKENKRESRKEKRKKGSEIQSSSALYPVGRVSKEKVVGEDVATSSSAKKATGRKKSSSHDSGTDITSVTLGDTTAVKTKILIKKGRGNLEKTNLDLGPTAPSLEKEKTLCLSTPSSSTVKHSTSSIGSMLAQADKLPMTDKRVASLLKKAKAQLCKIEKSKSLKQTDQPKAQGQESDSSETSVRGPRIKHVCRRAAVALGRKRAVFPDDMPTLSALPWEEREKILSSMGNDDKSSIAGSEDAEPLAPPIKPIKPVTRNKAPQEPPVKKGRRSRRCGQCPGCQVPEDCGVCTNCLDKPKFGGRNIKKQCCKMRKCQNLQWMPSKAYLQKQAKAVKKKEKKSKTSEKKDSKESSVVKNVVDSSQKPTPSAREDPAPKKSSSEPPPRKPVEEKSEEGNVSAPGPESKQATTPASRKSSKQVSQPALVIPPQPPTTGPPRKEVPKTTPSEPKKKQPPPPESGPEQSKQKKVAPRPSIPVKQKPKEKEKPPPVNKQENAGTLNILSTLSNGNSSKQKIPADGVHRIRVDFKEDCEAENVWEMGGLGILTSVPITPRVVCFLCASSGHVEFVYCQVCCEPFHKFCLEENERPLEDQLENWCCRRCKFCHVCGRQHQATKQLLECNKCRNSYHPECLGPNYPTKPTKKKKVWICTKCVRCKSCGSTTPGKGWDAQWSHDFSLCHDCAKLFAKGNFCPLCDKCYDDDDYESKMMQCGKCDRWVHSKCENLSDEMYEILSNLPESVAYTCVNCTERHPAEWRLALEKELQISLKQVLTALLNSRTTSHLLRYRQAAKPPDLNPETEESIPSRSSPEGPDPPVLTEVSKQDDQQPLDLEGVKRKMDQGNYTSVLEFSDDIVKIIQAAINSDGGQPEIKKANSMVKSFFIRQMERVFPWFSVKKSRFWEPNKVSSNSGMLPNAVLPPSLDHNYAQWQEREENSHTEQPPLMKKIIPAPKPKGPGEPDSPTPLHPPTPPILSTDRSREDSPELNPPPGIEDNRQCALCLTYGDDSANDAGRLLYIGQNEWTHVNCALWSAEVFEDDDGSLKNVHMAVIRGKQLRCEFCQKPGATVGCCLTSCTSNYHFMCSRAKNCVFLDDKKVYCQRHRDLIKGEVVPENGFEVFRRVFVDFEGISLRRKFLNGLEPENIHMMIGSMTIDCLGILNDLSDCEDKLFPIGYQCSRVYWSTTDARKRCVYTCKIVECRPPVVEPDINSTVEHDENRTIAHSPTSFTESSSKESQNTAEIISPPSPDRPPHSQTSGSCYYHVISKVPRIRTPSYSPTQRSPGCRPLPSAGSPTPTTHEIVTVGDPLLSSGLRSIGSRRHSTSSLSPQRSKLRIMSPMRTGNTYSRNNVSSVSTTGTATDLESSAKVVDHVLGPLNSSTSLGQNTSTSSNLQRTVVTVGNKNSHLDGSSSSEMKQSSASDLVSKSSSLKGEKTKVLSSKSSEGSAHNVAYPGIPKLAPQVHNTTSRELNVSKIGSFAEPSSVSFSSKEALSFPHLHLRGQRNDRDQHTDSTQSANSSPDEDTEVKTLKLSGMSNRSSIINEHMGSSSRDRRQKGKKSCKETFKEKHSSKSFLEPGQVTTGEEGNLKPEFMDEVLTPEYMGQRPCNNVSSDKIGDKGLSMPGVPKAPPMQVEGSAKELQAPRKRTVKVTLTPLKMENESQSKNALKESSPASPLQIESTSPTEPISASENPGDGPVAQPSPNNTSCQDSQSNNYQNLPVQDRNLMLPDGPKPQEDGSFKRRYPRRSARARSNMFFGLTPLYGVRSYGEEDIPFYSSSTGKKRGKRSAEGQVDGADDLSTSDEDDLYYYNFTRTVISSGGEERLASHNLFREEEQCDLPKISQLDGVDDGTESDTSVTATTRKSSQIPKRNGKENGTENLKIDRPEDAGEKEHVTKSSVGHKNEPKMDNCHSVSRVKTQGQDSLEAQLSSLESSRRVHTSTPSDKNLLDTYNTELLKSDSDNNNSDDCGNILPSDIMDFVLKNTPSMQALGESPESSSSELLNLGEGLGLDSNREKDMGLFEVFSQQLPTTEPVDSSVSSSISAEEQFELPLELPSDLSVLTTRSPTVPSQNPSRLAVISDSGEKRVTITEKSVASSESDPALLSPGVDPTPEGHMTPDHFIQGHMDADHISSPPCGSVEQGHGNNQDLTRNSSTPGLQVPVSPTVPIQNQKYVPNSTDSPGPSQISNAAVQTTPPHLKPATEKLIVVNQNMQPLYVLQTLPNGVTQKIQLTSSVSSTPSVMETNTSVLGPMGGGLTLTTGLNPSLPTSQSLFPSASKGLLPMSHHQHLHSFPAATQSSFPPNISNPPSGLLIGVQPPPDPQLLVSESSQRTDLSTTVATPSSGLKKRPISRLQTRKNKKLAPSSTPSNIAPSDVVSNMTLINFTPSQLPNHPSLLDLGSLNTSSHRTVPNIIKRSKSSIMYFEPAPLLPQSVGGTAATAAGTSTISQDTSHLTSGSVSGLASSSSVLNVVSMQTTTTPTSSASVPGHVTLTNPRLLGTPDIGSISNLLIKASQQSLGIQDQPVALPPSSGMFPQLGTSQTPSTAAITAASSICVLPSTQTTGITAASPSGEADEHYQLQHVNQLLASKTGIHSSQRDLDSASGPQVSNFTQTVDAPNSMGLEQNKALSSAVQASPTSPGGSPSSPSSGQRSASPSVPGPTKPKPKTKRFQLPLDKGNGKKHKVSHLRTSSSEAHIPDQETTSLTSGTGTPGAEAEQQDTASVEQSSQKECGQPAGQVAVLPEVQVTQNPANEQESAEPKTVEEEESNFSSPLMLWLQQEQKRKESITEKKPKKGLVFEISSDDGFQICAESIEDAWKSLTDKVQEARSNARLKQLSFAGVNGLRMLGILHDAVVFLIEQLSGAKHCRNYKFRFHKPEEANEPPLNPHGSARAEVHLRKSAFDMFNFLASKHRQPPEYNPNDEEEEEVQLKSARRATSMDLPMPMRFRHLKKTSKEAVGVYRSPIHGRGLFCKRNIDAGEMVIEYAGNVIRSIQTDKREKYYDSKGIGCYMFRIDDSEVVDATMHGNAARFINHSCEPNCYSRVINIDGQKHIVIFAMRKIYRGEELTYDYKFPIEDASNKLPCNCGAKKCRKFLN
#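 Steps: dispense CXXC domain solution (7 uM) → pin compounds or unlabeled HOX-A9 DNA control → 5 min ambient → add FLSN-HOX-A9 solution (50 nM) → spin → 30 min ambient → fluorescence polarization. Tris pH 7.5/NaCl/DTT/BSA buffer.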
# a7 integrin act: integrin-mediated muscular dystrophy alleviation activation. Potency, µM (highest dose often 38.3 µM), for inactives: top-dose activation, most hits filed as activators. alpha7betagal myoblasts, beta-gal FDG fluorescence, 48 h. AID 624291. 0.064% of 350,000 active;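 note: potency is the fitted concentration of half-maximal effect; 100% = response of the positive control SU9516; nearly all actives have a fitted effect of over 60% in size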
#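 Alpha7betagal+/- myoblasts (passage 13) were plated 16-24 hr, then exposed to compounds (1:260 dilution of DMSO stock) for 48 hours at 37C. After MPER lysis, β-galactosidase reporter activity was read as FDG fluorescence (ex 480/em 540) after 30 minutes.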
# TRPV1 ag: human TRPV1 agonism. Q8NER1. 0.19% of 320,000 active. TRPV1-expressing cells, Fluo-8 calcium influx, agonist mode. activation, % at 8.33 µM; in the data active = activation above about 80%; inconclusive = between about 30% and that limit; note: 0% is about no effect
#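 TRPV1-expressing cells were cultured overnight at 35.5C and loaded with Fluo-8 calcium dye for 40 to 90 min at room temperature. After a 10 s baseline, compound was added and calcium influx was read kinetically for 3 min (ex 480/em 520 nm).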
# An asterisk follows results filed as active; u = inconclusive; x = no result given; [ ] = another dose, or the depositor's remark. Unless noted, calls come from the whole dose curve; as a rule, active = well fitted curve in the direction sought with a large enough effect; inconclusive = small, poorly fitted or top-dose-only effect, or another doubt; inactive = no such curve, though single readings can be large; an effect the other way counts as inactive or inconclusive.
No.	SMILES	PTAP TSG101 blk	AT treatment	ELG1 repair inh	B2AR arrestin	p53 reactivation	TCR activator	BRCA1 expr up	MLL CXXC-DNA inh	a7 integrin act	TRPV1 ag
1	O=C(O)C1CCCN1C1=NS(=O)(=O)c2ccccc21 (configuration not stated)	-3.8%	3.7%	12.5%	-0.2%	-3.5%	1.6%	-10.7%	-7.2%	-8.8%	-2.0
2	CCN1C(=O)[C@H]2[C@@H](c3ccc(C)cc3)N3C(=O)N(c4ccc(C(F)(F)F)cc4)C(=O)[C@@]3(CC)[C@H]2C1=O	-7.4%	-2.7%	9.7%	0.5%	5.7%	3.7%	18.1%	-13.2%	-5.7%	-3.6
3	CC(/C=N/NC(=O)c1cccnc1)=C\c1ccccc1	-1.0%	1.7%	u	-0.1%	u	4.7%	3.16µM*	8.1%	16.3%	18.0
4	Cc1cc(Cl)ccc1OCC(=O)NCC(=O)N/N=C/c1ccco1	-3.9%	-1.3%	19.0%	-0.2%	-1.4%	-3.0%	14.7%	3.5%	3.9%	-5.8
5	C[C@@H]1CCC(=O)N(CC[C@H](Oc2ccccc2)c2ccccc2)CC1	-2.7%	5.6%	-1.2%	-0.8%	x	4.2%	-0.6%	-4.5%	16.5%	u
6	O=C(Nc1ccc(N2CCCC2)c(Cl)c1)c1cccs1	-2.7%	-4.3%	u	0.0%	3.0%	-1.3%	u	-1.2%	-6.8%	u
7	COc1ccc(S(=O)(=O)N2CCCC2)cc1NC(=O)c1ccccc1F	-5.4%	1.5%	0.2%	-0.2%	-0.7%	1.5%	-7.3%	22.9%	u	-1.2
8	CCOc1ccccc1-n1cnc2cc(C(=O)NCc3ccco3)ccc21	-1.2%	-2.2%	-4.1%	-0.9%	-2.5%	9.6%	-67.7%	1.5%	16.7%	-3.4
9	C[C@@H]1CN([C@H](C)CO)C(=O)Cc2cc(NS(=O)(=O)c3cn(C)cn3)ccc2O[C@H]1CN(C)S(=O)(=O)c1ccc(Cl)cc1	2.5%	-1.6%	3.4%	-1.1%	2.5%	-1.4%	36.5%	x	19.8%	x
10	N=c1c(S(=O)(=O)c2ccccc2)cc2c(=O)n3ccccc3nc2n1Cc1cccnc1	-5.4%	3.4%	-0.7%	-0.3%	2.0%	-4.0%	-18.0%	x	7.5%	1.5
11	Cc1ccc(S(=O)(=O)NCC(=O)N(CC(=O)NCc2ccco2)Cc2ccco2)cc1	-0.7%	-1.3%	-0.6%	-0.5%	-0.3%	6.7%	0.0%	-6.8%	-21.3%	-1.7
12	O=C(Nc1ccon1)c1ccc(OC2CCCC2)cc1	-2.2%	8.4%	u	-0.4%	u	-2.9%[46.1 µM]	71.7%	-0.4%	6.0%	u
13	CCC(C)(C)C1CCC(=NNC(=O)c2ccc(Br)o2)CC1 (configuration not stated)	-0.1%	-0.6%	24.0%	-0.3%	u	2.3%[46.1 µM]	4.7%	2.2%	5.5%	u
14	CCOC(=O)c1cc(-c2cccc([N+](=O)[O-])c2)on1	-7.2%	-0.2%	9.3%	0.6%	-1.0%	5.0%	0.0%	1.2%	3.4%	2.4
15	O=C(CCCc1nc(-c2ccccc2)no1)Nc1cccnc1	0.3%	-5.9%	u	-0.3%	4.1%	-3.2%	4.2%	-5.3%	-1.5%	u
16	CCCn1c(SCC(=O)Nc2ccccc2Oc2ccccc2)n[nH]c1=O	0.1%	x	u	-1.7%	-3.2%	-1.2%	-52.0%	15.6%	10.6%	2.4
17	O=C(NC1CCCCC1)C1CC(=O)N(c2ccccc2)C1 (configuration not stated)	-5.5%	-7.4%	5.7%	-1.9%	10.6%	-0.2%	34.5%	8.4%	1.2%	1.7
18	COc1cc(OC)cc(C(=O)NN2CCCCC2)c1	-7.4%	-2.1%	0.6%	0.0%	-0.4%	3.6%	8.2%	3.4%	13.9%	-2.3
19	Cc1ccc(C(=O)Nc2ncc3c(Cl)cccc3n2)cc1	-5.5%	4.9%	u	-0.7%	-5.7%	5.7%	-64.8%[inhibitor]	33.2%[activator]	-0.7%	u
20	NC(=O)c1cc2cc(Cl)ccc2o/c1=N/NC(=O)c1cccs1	2.3%	-5.0%	0.0%	4.6%	5.1%	4.1%	4.3%	13.8%	3.1%	6.2
21	CC(=O)c1c(C)nc(-c2ccc(OCC(=O)Nc3cccc(C)c3C)cc2)n1O	-5.8%	1.7%	-2.5%	-0.7%	-3.3%	4.6%	-3.1%	-2.0%	0.7%	1.7
22	O=C(Cc1ccccc1)Nc1cccc(-c2nc3ncccc3o2)c1	-3.8%	-9.0%	11.6%	0.4%	-2.8%	7.7%	19.2%	-5.6%	-15.0%	x
23	CCOC(=O)c1c(/N=C/c2cc(C)ccc2O)sc2c1CCC2	-1.1%	3.1%	16.7%	0.0%	0.8%	0.4%[46.1 µM]	-5.8%	12.9%	0.1%	3.6
24	Cc1ccc(C(=O)N/N=c2\oc3ccccc3cc2C(N)=O)cc1	-0.8%	-8.1%	-17.7%	-0.9%	-2.7%	5.3%	41.7%	5.5%	0.0%	1.5
25	CCOC(=O)Cn1c2c(c(=N)c3c1CCC3)CCCC2	-1.5%	4.3%	1.6%	-0.4%	-0.7%	0.9%[46.1 µM]	-41.9%	-0.7%	13.0%	-2.1
26	COc1cc(/C=N/NC(=O)COc2ccc([N+](=O)[O-])cc2)ccc1OCC(=O)N1CCOCC1	1.6%	4.9%	-28.4%	-0.4%	1.3%	-1.9%	17.0%	-1.4%	-29.3%	-1.0
27	C=CC[C@H](CC(=O)NCCO)C(=O)N[C@@H](COC(=O)[C@H](CC=C)CC(=O)OC(C)(C)C)Cc1c[nH]c2ccccc12	x	2.2%	18.6%	0.1%	-3.3%	-0.7%	-3.1%	x	4.1%	x
28	Cc1nn(-c2ccc(C(=O)OC(C)C)cc2)c(C)c1[N+](=O)[O-]	-0.1%	-1.6%	0.0%	0.0%	8.1%	-1.5%	u	0.9%	20.2%	-2.5
29	CCOc1ccc(/C=C2/SC(=S)N(C(C(=O)O)c3ccccc3)C2=O)cc1OCC (configuration not stated)	-1.0%	-8.1%	19.9%	0.5%	-6.8%	-4.1%	-11.5%	4.4%	4.8%	-2.9
30	O=C1/C(=C/c2ccc(Br)cc2)Oc2cc(O)ccc21	0.0%	-14.3%	u	-0.7%	u	-31.7%	107.8%	u	40.2%	9.4
31	Cc1onc(-c2c(F)cccc2Cl)c1C(N)=S	-0.6%	0.5%	-2.6%	-0.2%	-5.9%	-10.9%	0.0%	9.6%	-12.9%	2.6
32	O=C(CCCn1c(=S)[nH]c2cc3c(cc2c1=O)OCO3)NCc1cccc(Cl)c1	2.4%	10.4%	0.0%	-0.5%	2.0%	0.9%	-32.7%	0.7%	9.2%	-2.1
33	CCOC(=O)CNC(=O)c1ccc(SCC)cc1	-1.3%	-0.9%	u	-0.1%	10.8%	-2.6%	12.6µM*	-0.7%	1.9%	10.2
34	Cc1ccc([N+](=O)[O-])cc1NC(=O)c1ccccc1	-2.3%	-2.0%	7.1%	0.0%	9.5%	-8.1%	-42.3%	-7.2%	19.0%	1.8
35	O=c1oc(-c2ccccc2)nc2sc3c(c12)CCCC3	-5.6%	8.8%	u	-0.4%	u	-3.0%	-40.1%	-5.5%	0.2%	-2.6
36	Cc1cccc(N/C(N)=N/c2nc(C(F)(F)F)cc(=O)[nH]2)c1C	0.1%	8.2%	24.1%	2.5%	-7.7%	-0.5%[46.1 µM]	-20.9%	10.2%	-14.4%	-7.5
37	Cc1nnc(SCc2cc(=O)[nH]c(/N=C(\N)Nc3ccccc3)n2)s1	-10.8%	0.0%	0.0%	-0.3%	0.8%	11.4%	-14.9%	1.8%	-34.0%	5.0
